FEN1 inhibitor – inhibitors of human flap endonuclease 1. P39748. Recombinant FEN1 flap cleavage, fluorescence, 15 min. Potency, µM (doses to about 114 µM), for inactives: top-dose activity change, negative = inhibition, actives largely listed as inhibitors. 0.35% of 390,000 active; further: nearly all actives have a fitted effect of over 65% in size
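Recombinant FEN1 (10 nM) was preincubated with pin-transferred compounds for 15 min at room temperature, then flap DNA substrate (50 nM final) was added. Plates were read at 0 and 15 min, and normalized concentration–response data were fitted to a four-parameter Hill equation.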
TDP1 cell CPT – growth inhibition of DT40 Tdp1-/-;hTDP1 cells with camptothecin (screen for TDP1 inhibitors). Potency, µM (doses to about 46.2 µM), inactives show at the highest dose activity change, negative = growth inhibition, most hits filed as inhibitors. 12% of 420,000 active. chicken DT40 Tdp1-/-;hTDP1 cells + 20 nM CPT, ATP luminescence, 48 h; further: nearly all actives have a fitted effect of over 55% in size
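Chicken DT40 Tdp1-/- cells stably complemented with human TDP1 were seeded at 400 cells/well in medium containing 20 nM camptothecin, exposed to pin-transferred compounds, and grown at 37 °C for at least 48 hr. Viability was read as ATP luminescence.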
KAT2A inh – blocks human GCN5L2 histone acetyltransferase. Q92830. GCN5L2 HAT assay, ThioGlo1 CoA-SH fluorescence. Potency, µM (titrated, usually from 58.9 µM), without a hit: top-dose activity change, negative = inhibition, actives largely listed as inhibitors. 0.21% of 390,000 active
Target sequence (Q92830 whole entry, looked up): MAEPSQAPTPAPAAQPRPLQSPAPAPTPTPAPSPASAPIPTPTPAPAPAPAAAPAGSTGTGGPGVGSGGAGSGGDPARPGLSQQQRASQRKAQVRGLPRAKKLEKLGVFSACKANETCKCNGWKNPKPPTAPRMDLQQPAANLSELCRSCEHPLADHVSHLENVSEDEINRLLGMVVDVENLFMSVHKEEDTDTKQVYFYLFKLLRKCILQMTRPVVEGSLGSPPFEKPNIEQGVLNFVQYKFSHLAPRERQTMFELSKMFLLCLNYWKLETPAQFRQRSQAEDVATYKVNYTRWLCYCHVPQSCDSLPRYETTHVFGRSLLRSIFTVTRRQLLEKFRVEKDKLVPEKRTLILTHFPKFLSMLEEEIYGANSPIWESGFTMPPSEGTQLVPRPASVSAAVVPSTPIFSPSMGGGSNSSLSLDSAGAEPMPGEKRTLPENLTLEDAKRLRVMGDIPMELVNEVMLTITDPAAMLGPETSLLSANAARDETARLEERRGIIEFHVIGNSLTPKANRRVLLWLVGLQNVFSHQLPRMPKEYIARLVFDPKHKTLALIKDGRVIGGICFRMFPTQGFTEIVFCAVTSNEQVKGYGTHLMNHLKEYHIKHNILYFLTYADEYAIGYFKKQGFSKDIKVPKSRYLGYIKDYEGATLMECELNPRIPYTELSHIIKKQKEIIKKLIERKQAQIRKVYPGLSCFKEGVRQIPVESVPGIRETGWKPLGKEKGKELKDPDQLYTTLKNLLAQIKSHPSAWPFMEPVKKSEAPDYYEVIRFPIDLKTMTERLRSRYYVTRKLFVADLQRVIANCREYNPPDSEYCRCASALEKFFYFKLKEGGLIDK
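GCN5L2 (20nM final) in 50mM HEPES, 0.1mM EDTA pH 7.5, 0.01% Tween-20 was preincubated 15 min at room temperature with compound, then given ThioGlo1 (50uM), H3(1-25) peptide (75uM) and acetyl-CoA (70uM); CoA-thiol fluorescence (Ex340/Em540) was read at 0 and 20 min.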
* = called active by the depositor; ? = inconclusive; nt = no result given; & = joins results of further samples. The call rests on the fitted dose curve; in most records, active means well fitted curve in the direction sought with a large enough effect; inconclusive means small, poorly fitted or top-dose-only effect, or another doubt; inactive means no such curve, though single readings can be large; an effect the other way counts as inactive or inconclusive. On the % scale 0 is the no-effect control and ±100 the full control effect; potency means the concentration at half of the fitted maximal effect.

Compound	FEN1 inhibitor	TDP1 cell CPT	KAT2A inh
CC(=O)c1c(CC(=O)O)[nH]n(-c2nc3ccccc3s2)c1=O	-23%	?	-18%
CC(C)(C)C(=O)Nc1sc2c(c1-c1nc3ccccc3[nH]1)CCCC2	-2%	?	8%
CCC(OC(=O)C(NC(=O)c1ccccc1)c1ccccc1)C(=O)Nc1cc(C)on1 (stereo unspecified)	3%	-2%	-9%
COc1ccccc1C(=O)NC(=O)CSc1cccc[n+]1[O-]	-1%	15%	-3%
CCOC(=O)C1CCN(C(=O)COC(=O)c2ccc3[nH]c4c(c3c2)CCCC4)CC1	-4%	13µM*	-2%
Nc1nnc(CC(=O)N/N=C\c2cc([N+](=O)[O-])ccc2O)s1	-3%	13%	20%
COc1ccc(C(C(=O)NC2CCCC2)N(C(=O)c2snc(-c3ccc(F)cc3)c2N)c2ccc(F)cc2)cc1 (stereo unspecified)	-1%	9.2µM*	26%
COCc1cc(C)nc(SCC(=O)Nc2cccc(C)c2)c1C#N	-2%	-5%	-3%
O=C(CSc1nc(-c2ccccc2)cc(=O)[nH]1)Nc1ccccc1F	2%&16%	-4%&-8%	5%&11%
Cc1ccc(NC(=O)CC2C(=O)OCC3CCCCN32)cc1Cl (stereo unspecified)	-14%	-6%	-2%
Cc1cccc(NC(=O)N2CCCC2C(=O)NCc2ccccc2)c1 (stereo unspecified)	-4%	-1%	-2%
CCOc1ccccc1OCCNC1CCCC1	-11%	-3%	-10%
Cc1ccc2cc(/C=N/NC(=O)c3ccccc3[N+](=O)[O-])c(Cl)nc2c1	-4%	?	-3%
CC(C)c1nnc(SCC(=O)N2CCN(C(=O)c3ccco3)CC2)n1N	-6%	2%	-1%
CC(C)N(Cc1nc(-c2ccccc2)no1)C(=O)CSc1ccccc1	-12%	-17%	-4%
COCc1ccc(CN2CCC(n3nccc3NC(=O)CCOc3ccccc3)CC2)o1	-1%	9%	-11%
COc1cc(/C=C/C=C2/CC/C(=C/C=C/c3ccc(O)c(OC)c3)C2=O)ccc1O	40µM*	2.3µM*	nt
O=C(COC(=O)c1cccc(Cl)c1)Nc1ccc2[nH]c(=O)[nH]c2c1	5%	-12%	-19%
COc1ccc(S(=O)(=O)N2CCC(C(=O)NCCC(=O)Nc3cccc(OC)c3)CC2)cc1	-8%	-20%	-25%
CCc1sc(C(=O)Nc2cccnc2)cc1Br	16%	-28%	-31%
CCOC(=O)N1CCN(S(=O)(=O)c2cc(OCC(=O)NC3CCCCC3)c(C)cc2Cl)CC1	8%	2%	0%
CCC(C)n1c(=N)c(C(=O)NCc2ccco2)cc2c(=O)n3cc(C)ccc3nc21 (stereo unspecified)	1%	?	-5%
Cc1cccn2c(=O)c(C(=O)NC3CC(C)CC(C)(C)C3)c(O)nc12 (stereo unspecified)	11%	7.3µM*	-8%
COc1cccc(NC(=O)CN(C)S(=O)(=O)c2ccc3nc(C)sc3c2)c1	17%	-30%	-7%
COc1cc(C(=O)NNC(=O)c2cccn2C)cc(OC)c1OC	-6%	1%	-2%

For reference, three of the compounds above.
Compound	FEN1 inhibitor	TDP1 cell CPT	KAT2A inh
CC(=O)c1c(CC(=O)O)[nH]n(-c2nc3ccccc3s2)c1=O	-23%	?	-18%
CC(C)(C)C(=O)Nc1sc2c(c1-c1nc3ccccc3[nH]1)CCCC2	-2%	?	8%
CCC(OC(=O)C(NC(=O)c1ccccc1)c1ccccc1)C(=O)Nc1cc(C)on1 (stereo unspecified)	3%	-2%	-9%

More structures.
Compound	FEN1 inhibitor	TDP1 cell CPT	KAT2A inh
O=C(NCCO)c1cccc(Cl)c1	7%	-10%	0%
Cc1ccccc1S(=O)(=O)NNC(=O)C(=O)NNc1ccccn1	-1%	?	-9%
Cc1nn(C)c(C)c1NS(=O)(=O)c1cccc(Br)c1	-5%	-25%	-1%
COc1ccc(NC(=O)[C@@H]2CC=C[C@@H]3CCN(Cc4ccccc4)C(=O)[C@@H]32)cc1	-3%&3%	?	nt
Cc1ccc(NC(=O)c2sc3ncn(CC(=O)N4CCN(c5ccccn5)CC4)c(=O)c3c2C)cc1Cl	-2%	?	-26%
COc1cc(C)nc(N2CCCC(C(=O)NCC(C)C)C2)n1 (stereo unspecified)	-4%	-14%	-3%
COc1ccc(NC(=O)c2cc(S(=O)(=O)N3CCOCC3)cn2C)c(OC)c1	-3%	-12%	-2%
CC(C)(C)OC(=O)C[C@@H]1C/C=C\C[C@@H](CC(=O)N(CCO)Cc2ccccc2)C(=O)N2CCC[C@H]2COC1=O	10%	?	1%
COc1ccc(-c2csc(NC(=O)CSc3nc(SC)ns3)n2)cc1	-22%	?	-11%
Cc1ccc(NC(=O)CCc2c(C)nn(-c3ccc(N4CCCCC4)nn3)c2C)cc1F	-22%&5%	?	-3%&-1%
O=C(c1ccco1)N1CCN(C(=O)c2ccc(CS(=O)c3ccc(Cl)cc3)o2)CC1 (stereo unspecified)	-11%	4%	-21%
CCOc1cc(C2NC(=O)N(C)C(C)=C2C(=O)OC)cc(Br)c1O (stereo unspecified)	-6%	11%	-2%
CCN1CCN(CC(O)COCC2COc3ccccc3O2)CC1 (stereo unspecified)	4%	4%	-5%
O=C1c2[nH]nc(-c3ccccc3O)c2C(c2cccc(O)c2)N1Cc1ccncc1 (stereo unspecified)	-2%	-6%	3%
CC(=O)OCC(=O)[C@@]1(O)CCC2C3CCC4=CC(=O)CC[C@@]4(C)[C@]3(F)C(O)C[C@]21C (stereo partly specified)	nt	-17%	7%
COc1cc(-c2oc3cc(O)ccc3c(=O)c2O)ccc1O	nt	21µM*	?
Cc1nn(C)c(-c2n[nH]c(=S)n2-c2ccccc2)c1Cl	6%	4%	1%
CC(=O)SC(C)CC(=O)Nc1ccccc1 (stereo unspecified)	-1%	1%	-6%
O=C(Sc1n[nH]c(=O)[nH]c1=O)c1ccccc1	1%	-24%	nt
Cc1n[nH]c(=O)nc1N/N=C/c1ccc(O)c([N+](=O)[O-])c1	0%	-12%	-1%
O=C(NCc1ccccc1Cl)c1cnc2sc(N3CCCCC3)nn2c1=O	0%	13µM*	-4%
CCOc1cc(/C=C2/C(=N)N3N=C(CC)SC3=NC2=O)ccc1OC(=O)c1ccco1	3%	-8%	-11%
Cc1ccc(C(=O)NCc2ccccn2)o1	-5%	7%	-4%
Cc1ccc(C(=O)Nc2cccc(-c3nc4cccnc4s3)c2C)cc1	-6%	?	-8%
Cn1c(CNC(=O)c2ccc(Cl)cc2)nnc1SCC(=O)NC1CCCC1	-11%	3%	-10%

An excerpt from above in order of formula weight, rising.
Compound	FEN1 inhibitor	TDP1 cell CPT	KAT2A inh
O=C(NCCO)c1cccc(Cl)c1	7%	-10%	0%
Cc1ccc(C(=O)NCc2ccccn2)o1	-5%	7%	-4%
CC(=O)SC(C)CC(=O)Nc1ccccc1 (stereo unspecified)	-1%	1%	-6%
O=C(Sc1n[nH]c(=O)[nH]c1=O)c1ccccc1	1%	-24%	nt
Cc1n[nH]c(=O)nc1N/N=C/c1ccc(O)c([N+](=O)[O-])c1	0%	-12%	-1%
COc1cc(-c2oc3cc(O)ccc3c(=O)c2O)ccc1O	nt	21µM*	?
CCN1CCN(CC(O)COCC2COc3ccccc3O2)CC1 (stereo unspecified)	4%	4%	-5%
Cc1nn(C)c(C)c1NS(=O)(=O)c1cccc(Br)c1	-5%	-25%	-1%
Cc1ccccc1S(=O)(=O)NNC(=O)C(=O)NNc1ccccn1	-1%	?	-9%
COc1ccc(NC(=O)[C@@H]2CC=C[C@@H]3CCN(Cc4ccccc4)C(=O)[C@@H]32)cc1	-3%&3%	?	nt
O=C(NCc1ccccc1Cl)c1cnc2sc(N3CCCCC3)nn2c1=O	0%	13µM*	-4%
Cn1c(CNC(=O)c2ccc(Cl)cc2)nnc1SCC(=O)NC1CCCC1	-11%	3%	-10%
COc1ccc(NC(=O)c2cc(S(=O)(=O)N3CCOCC3)cn2C)c(OC)c1	-3%	-12%	-2%
COc1ccc(-c2csc(NC(=O)CSc3nc(SC)ns3)n2)cc1	-22%	?	-11%
CC(=O)OCC(=O)[C@@]1(O)CCC2C3CCC4=CC(=O)CC[C@@]4(C)[C@]3(F)C(O)C[C@]21C (stereo partly specified)	nt	-17%	7%
Cc1ccc(NC(=O)CCc2c(C)nn(-c3ccc(N4CCCCC4)nn3)c2C)cc1F	-22%&5%	?	-3%&-1%
CCOc1cc(/C=C2/C(=N)N3N=C(CC)SC3=NC2=O)ccc1OC(=O)c1ccco1	3%	-8%	-11%
O=C(c1ccco1)N1CCN(C(=O)c2ccc(CS(=O)c3ccc(Cl)cc3)o2)CC1 (stereo unspecified)	-11%	4%	-21%
Cc1ccc(NC(=O)c2sc3ncn(CC(=O)N4CCN(c5ccccn5)CC4)c(=O)c3c2C)cc1Cl	-2%	?	-26%
CC(C)(C)OC(=O)C[C@@H]1C/C=C\C[C@@H](CC(=O)N(CCO)Cc2ccccc2)C(=O)N2CCC[C@H]2COC1=O	10%	?	1%

The list continues.
Compound	FEN1 inhibitor	TDP1 cell CPT	KAT2A inh
O=C(CC(=O)c1ccccc1)Nc1ccccn1	16%	29%	5%
O=C(c1cccs1)N1CCN(c2ccc(Cl)cc2)CC1	-5%	-9%	-13%
O=C(COC(=O)c1ccc(S(=O)(=O)NCc2ccco2)cc1)NCCC1=CCCCC1	-6%	-15%	-11%
COc1ccc(NC(=O)c2ccc(CNS(=O)(=O)c3cccc(OC)c3)cc2)cc1	-10%	-9%	-8%

Source: PubChem BioAssay

A portion of the library; count on the stated rates, not on these rows.
